From PubChem
VLA-4 inh – inhibition in a human VLA-4 binding assay | P13612 | VLA-4 expressing cells, ligand binding flow cytometry | inhibition, % (about 7 µM as worked out from the volumes in the protocol) | 330,000 tested, 0.2% active | AID 2557; in the data active = inhibition above about 50%
MEX-5 binding – C. elegans MEX-5 TCR-2 RNA binding activity; Q9XUB2; MEX-5/FITC-TCR2 RNA binding, fluorescence polarization; stronger effect = lower value; activity score (negative = inhibition of binding), % at 10 µM; 300,000 tested, 0.38% active; AID 1832;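 active = inhibition past about -25% in most replicates, and total fluorescence under double the plate's negative control median, limit read from the data; inconclusive = replicates evenly split on the limit, or fluorescence at least double controls; inactive = too little inhibition in most replicates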;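 also: 0% = DMSO and -100% = 5 µM competing unlabeled TCR2 RNA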
GLD-1 TGE inh – GLD-1-TGE RNA interaction inhibition (C. elegans). Q17339. purified GLD-1 + fluorescein TGE RNA, fluorescence polarization. inhibition, % at 5.96 µM. 320,000 tested, 0.44% active. AID 2280;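 active = percent inhibition above a per-plate cutoff, the plate mean of test compounds plus 3 SD, cut at about 30% in these data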;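 also: 0% = DMSO wells with GLD-1 and probe and 100% = wells lacking GLD-1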
Target sequence (Q17339 whole entry, looked up): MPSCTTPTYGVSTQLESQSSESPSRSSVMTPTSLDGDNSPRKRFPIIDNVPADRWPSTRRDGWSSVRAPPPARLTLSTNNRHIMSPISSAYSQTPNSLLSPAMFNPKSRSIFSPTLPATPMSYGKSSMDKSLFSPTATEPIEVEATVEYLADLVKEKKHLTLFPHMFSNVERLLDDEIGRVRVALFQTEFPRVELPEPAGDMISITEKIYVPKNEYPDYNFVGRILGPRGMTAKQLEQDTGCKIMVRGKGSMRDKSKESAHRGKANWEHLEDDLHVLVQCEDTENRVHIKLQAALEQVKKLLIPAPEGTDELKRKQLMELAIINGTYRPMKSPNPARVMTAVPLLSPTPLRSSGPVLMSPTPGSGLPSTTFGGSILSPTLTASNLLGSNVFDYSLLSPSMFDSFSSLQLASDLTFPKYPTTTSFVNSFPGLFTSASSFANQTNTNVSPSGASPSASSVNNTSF
CIT2-GFP yeast – alters CIT2-GFP fluorescence in TOR pathway yeast screen; S. cerevisiae CIT2-GFP strain, flow cytometry, 3 h; 100 means same as DMSO wells; GFP response vs DMSO, % at 10 µM; 320,000 tested, 0.065% active; AID 2029;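 active = GFP response relative to DMSO above a set limit, near the screen mean plus 3 SD, cut at about 150% in these data; inconclusive = Fewer than 70 cells measured for a yeast strain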;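 also: ratio of well median GFP fluorescence to mean of DMSO wells on the plate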
GRK2 aptamer HTS – inhibitors of human GRK2 displacing RNA aptamer; inhibition of aptamer binding, % at 10 µM; bead flow cytometry, FAM-aptamer displacement from GRK2; 330,000 tested, 0.59% active;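 active = inhibition of aptamer binding above 40%, roughly 3 SD of noise, on plates passing a quality check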;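 also: median bead fluorescence of bound FAM aptamer so fluorescent compounds give negative values; no value below 0 was filed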
Yeast superoxide – lowers age-related superoxide in aged yeast cells | S. cerevisiae aged cells, superoxide DHE fluorescence; stronger effect = lower value | superoxide response (% of plate mean), % at 10 µM | 330,000 tested, 0.18% active | AID 2690;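 active = superoxide response under a set limit, about three screen SD below normal, cut at about 65% in these data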;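 also: yeast aged for seven days with compound at 30 °C before DHE staining; 100% = average MFI of all compound-treated wells on the plate with controls excluded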
BCLXL inh – inhibitors of human Bcl-xL; Q07817; AID 2129; 320,000 tested, 0.7% active; inhibition, % at 10.9 µM; GST-Bcl-xL / FITC-Bim BH3 peptide fluorescence polarization;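 active = inhibition above the mean of all tested compounds plus 3 SD, cutoff set per campaign, cut at about 30% in these data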;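 also: 0% = DMSO wells and 100% = unlabeled Bim-BH3 peptide competitor; inhibitors lower millipolarization by displacing the labeled peptide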
Target sequence (Q07817 whole entry, looked up): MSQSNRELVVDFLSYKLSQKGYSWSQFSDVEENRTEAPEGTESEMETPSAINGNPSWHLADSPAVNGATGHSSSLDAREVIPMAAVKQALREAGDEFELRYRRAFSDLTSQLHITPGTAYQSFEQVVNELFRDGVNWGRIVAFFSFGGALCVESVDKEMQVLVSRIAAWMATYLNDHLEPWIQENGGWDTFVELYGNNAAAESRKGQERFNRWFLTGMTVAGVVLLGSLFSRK
MCL1-BIM inh – inhibitors of human MCL1 binding to BIM-BH3 peptide; Q07820; GST-MCL1 / FITC-Bim-BH3 fluorescence polarization; inhibition, % at 10.9 µM; 320,000 tested, 0.68% active;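 active = inhibition above the mean inhibition of all tested compounds plus 3 SD, set per campaign, cut at about 40% in these data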;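 also: 0% = DMSO wells and 100% = unlabeled Bim-BH3 peptide control; higher means more loss of mP so more displacement of Bim peptide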
Target sequence (Q07820 whole entry, looked up): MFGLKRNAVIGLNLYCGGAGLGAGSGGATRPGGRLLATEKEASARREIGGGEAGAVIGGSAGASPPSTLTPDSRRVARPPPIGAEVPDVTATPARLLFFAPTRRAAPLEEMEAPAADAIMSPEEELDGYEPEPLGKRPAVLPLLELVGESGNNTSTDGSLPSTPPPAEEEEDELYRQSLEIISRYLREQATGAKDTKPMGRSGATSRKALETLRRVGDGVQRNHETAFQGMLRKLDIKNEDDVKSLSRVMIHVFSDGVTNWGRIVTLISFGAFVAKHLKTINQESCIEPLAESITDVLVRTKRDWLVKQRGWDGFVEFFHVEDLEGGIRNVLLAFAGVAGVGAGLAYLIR
AGP1 TOR yeast – yeast TOR pathway AGP1-GFP modulation | S. cerevisiae AGP1-GFP multiplex flow cytometry, 3 h; GFP as percent of DMSO wells | GFP response vs DMSO, % at 10 µM | 320,000 tested, 0.02% active;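 active = GFP response relative to DMSO above a set limit, near screen average plus 3 SD, cut at about 150% in these data; inconclusive = fewer than 70 cells counted for the yeast strain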;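 also: median GFP channel fluorescence of the gated AGP1 strain per well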
* hit, by the source's call; ? = inconclusive; . = no result given; [ ] = another dose, or the depositor's remark. Random draw from the library; about 2.1% have a hit in one of these screens.

Results follow in this order: VLA-4 inh	MEX-5 binding	GLD-1 TGE inh	CIT2-GFP yeast	GRK2 aptamer HTS	Yeast superoxide	BCLXL inh	MCL1-BIM inh	AGP1 TOR yeast
COc1ccc(C(C)NC(=O)Cc2cccs2)cc1OC (centres undefined)
→ -2	-2.4	-6	92	0	101	3	2	95
O=C(NC(=S)Nc1cc([N+](=O)[O-])ccc1O)C1CC1
→ 3	-2.5	3	101	1	91	8	15	99
Cc1ccc(-c2cc(C(=O)NCCCN3CCCC3)c3ccccc3n2)cc1C
→ 24	1.6	-2	104	0	120	-4	-8	107
COc1ccc(N(C(=O)c2cnccn2)C(C(=O)NC2CCCCC2)c2ccc(O)cc2)cc1 (centres undefined)
→ 4	-0.9	7	114	3	106	3	3	101
COc1ccc(-c2nnc(SCC(=O)NCc3cccs3)n2CC(C)C)cc1
→ -13	0.7	3	103	2	95	-18	-3	96
COc1ccc(NC(=O)CSc2nccn2Cc2ccc(F)cc2)cc1
→ 5	-2.8	5	89	3	101	3	1	92
CC(C)(C)c1ccc(C(=O)N2CCC(C(=O)c3ccccc3)CC2)cc1
→ 5	0.2	-7	98	0	117	-1	-7	90
O=C(CN1CCN(Cc2ccc3c(c2)OCO3)CC1)c1c[nH]c2ccccc12
→ -5	3.1	-6	97	0	96	-13	-24	98
COc1cc(C(O)C(=O)O)ccc1O (centres undefined)
→ 30	.	4	93	2	108	3	-4	88
COc1ccc(CCNC(=O)c2ccc(-c3ccc([N+](=O)[O-])cc3)o2)cc1OC
→ -47	-1.2	8	?	8	96	5	2	21[may fluoresce violet]
COc1cccc(C(=O)N2N=C(c3ccccc3)CC2(O)C(F)(F)F)c1 (centres undefined)
→ -7	-0.7	-11	92	3	102	2	-3	88
COc1ccc(CN(C(=O)CNC(=O)c2ccco2)C(C(=O)NCC2CCCO2)c2ccc(OC)c(OC)c2)cc1 (centres undefined)
→ -4	-0.3	-2	82	0	101	5	-2	70
CCn1c(=S)sc2c(=O)n(CC(=O)Nc3cccc(OC)c3)c(C)nc21
→ 13	-0.4	-6	102	4	104	1	-4	90
CCC(=O)NC(=S)Nc1ccc(NC(=O)c2ccc([N+](=O)[O-])cc2)cc1
→ -11	1.4	7	93	0	125	-2	6	90
Cc1ccc(NC(=O)CN2C(=O)C(C)Oc3ccccc32)nc1 (centres undefined)
→ .	-2.9	3	93	0	110	0	2	99
CCCOC(=O)c1ccc(-c2c(C)noc2-c2ccc(OC)cc2O)o1
→ 11	-2.3	-3	88	1	102	2	1	95
Fc1cccc(Cc2noc(CN3CCCCC3c3ccccn3)n2)c1 (centres undefined)
→ 27	1.6	3	100	4	93	6	4	93
Cc1sc2nc(SCc3ccccc3)n(Cc3ccco3)c(=O)c2c1C
→ 2	-1.4	-7	104	2	107	-4	-1	102
CCOC(=O)c1ccc(-c2ccc(/C=N/NC(=O)CN(c3ccccc3Cl)S(C)(=O)=O)o2)cc1
→ 2	8.1	-8	76	2	93	6	-4	90
CCn1c(N)nc2c1c(=O)n(C)c(=O)n2C
→ 8	1.1	3	95	2	110	1	2	96
COc1cccc(SCc2noc(C(=O)NCCN(C)C)c2C(=O)NCCN(C)C)c1
→ 7	-3.2	3	93	0	106	3	25	100
COc1cccc(-n2nc(C(=O)Nc3ccc4c(c3)OCO4)c3ccccc3c2=O)c1
→ 9	2.7	1	110	0	87	-1	2	.
COc1ccccc1NS(=O)(=O)c1ccc(C(=O)NCCCn2ccnc2)cc1
→ -3	.	2	99	0	80	4	4	105
Cc1csc2cc(-c3cccc([N+](=O)[O-])c3)c(-c3cccc([N+](=O)[O-])c3)c[n+]12
→ -1	0.0	4	90	0	93	4	-3	99
CCOC(=O)N1CCN(c2ccc([N+](=O)[O-])cc2)CC1
→ -2	-2.3	-2	95	0	84	5	-2	93
CCOc1ccc(S(=O)(=O)N2Cc3ccccc3CC2C(=O)NCCCn2ccnc2)cc1 (centres undefined)
→ 3	-0.3	7	104	1	106	2	8	103
COc1ccc(Cl)cc1C(=O)N1CCC2(CC1)CC(=O)c1ccccc1O2
→ 13	-1.3	1	98	0	100	3	5	100
CC1(C)CC(=O)C=C(NCCN2CCN(C(=O)Nc3ccc(Cl)cc3)CC2)C1
→ 0	-1.5	5	99	1	89	9	5	101
COc1ccc([C@@H](C)NC(=O)c2ccc3oc(C(C)C)nc3c2)cc1
→ 7	1.7	-3	103	2	92	5	0	99
Cc1cc(C(F)(F)F)n2nc(-c3cnn(C)c3C(F)(F)F)c(Cl)c2n1
→ 10	-2.7	1	96	0	106	7	0	100
Cc1cc(C(=O)Nc2cccc(S(=O)(=O)N3CCOCC3)c2)c2ccccc2n1
→ 30	.	5	97	0	97	.	.	102
O=C(Cn1cnc2c(OCc3ccccc3)ncnc21)NCCCn1ccnc1
→ 36	.	2	95	4	96	.	.	91
CC1CCCC(C(=O)O)N1C(=O)CCSSCCC(=O)N1C(C)CCCC1C(=O)O (centres undefined)
→ -3	1.5	8	90	1	100	0	9	92
COc1cccc(-n2c(CCn3nc(C)c([N+](=O)[O-])c3C)n[nH]c2=S)c1
→ 16	1.7	0	99	0	94	-1	0	97
C/C(=N\NC(=O)CNc1cccc(C(F)(F)F)c1)c1ccc(Br)cc1
→ 7	-0.5	5	101	0	96	-6	0	92
COc1ccc(S(=O)(=O)N2CCN(c3ccc(F)cc3)CC2)cc1OC
→ 2	-1.2	3	97	0	105	-2	-3	96
C=CC[C@@H](CC(=O)N[C@H](CO)Cc1ccccc1)C(=O)NCCOC(=O)[C@@H](CC=C)CC(=O)OC(C)(C)C
→ 10	.	6	103	0	131	.	.	112
Cc1nn(S(=O)(=O)c2cccc([N+](=O)[O-])c2)c(C)c1S(=O)(=O)N1CCOCC1
→ 7	-2.9	-4	100	1	146	1	-2	98
Cc1ccc(C(=O)N/C(=C\c2ccccc2)C(=O)NCC2CCCO2)cc1 (centres undefined)
→ 16	3.9	0	104	3	88	1	11	99
COc1ccc(OC)c(C(=O)CSc2nc3cccnc3n2C)c1
→ 9	1.5	-4	102	3	97	-4	-10	104
CCC(C)CCN1C(Nc2ccccc2)=NC[C@@H]1C (some centres undefined)
→ 1	-0.7	4	70	0	106	3	1	82
O=C(CSc1ncn[nH]1)NNC(=O)c1ccccc1
→ 3	-11	-9	105	0	106	-4	-4	102
COc1ccc(C(=O)OCc2nnc(-c3ccccc3)o2)cc1S(=O)(=O)N1CCOCC1
→ 29	2.8	-1	102	0	104	-4	-3	105
O=C(OCC(=O)N1CCCc2ccccc21)c1cc(Br)ccc1O
→ -3	-1.1	3	96	0	86	5	5	99
Nc1nc(-c2cccnc2)nn1C(=O)CCc1ccccc1
→ -6	-2.4	3	105	0	92	5	3	97
CC(Sc1nncs1)C(=O)NC1CCCCC1C (centres undefined)
→ 2	5.2	5	96	0	108	-2	-2	99
Cc1ccc(C2=NOC3(CC(=O)N(c4ccc(C)cc4)C3=O)C2)cc1 (centres undefined)
→ -13	-2.6	-8	95	0	113	-3	-2	103
Cc1ccc(NC(=S)N/N=C2\CC3CC=CC23)c(C)c1 (centres undefined)
→ 0	-6.7	-4	90	0	98	-5	1	96
CSc1ccccc1NC(=O)CN(C)C(=O)COc1ncnc2ccccc12
→ 9	.	1	95	0	87	.	.	95
COc1ccc(Nc2ncnc3sc(C)cc23)cc1
→ 5	-1.7	-1	84	0	91	4	-2	86
O=C(Cn1cncn1)N/N=C/c1ccncc1
→ 15	1.2	-1	95	2	93	2	-8	99
Cc1ccc(-c2nc(SCC(=O)c3c(N)n(C4CC4)c(=O)[nH]c3=O)n[nH]2)cc1
→ 17	.	1	92	0	110	.	.	94
O=[N+]([O-])c1cccnc1Oc1ccccc1F
→ -5	1.1	5	101	0	99	2	-3	102
CCOC(=O)C(C)N1C(=O)S/C(=C/c2cc(C)n(-c3ccccn3)c2C)C1=O (centres undefined)
→ -7	-5.0	11	95	2	94	9	12	93
COc1ccc(CCN2C(=O)CCC2(C)C(=O)NCc2cccnc2)cc1OC (centres undefined)
→ -5	0.7	11	97	0	152	5	6	103
COC(=O)c1ccccc1NC(=O)CNC(=O)c1ccc(OC)c(OC)c1
→ -3	0.4	-2	97	4	97	5	1	97
COCCOC(=O)/C(=C/c1ccc(OC(=O)c2ccccc2)cc1)C(C)=O
→ 3	-1.8	-4	77	0	89	-2	-4	79
CC(C)c1ccc(C(=O)CC2(O)C(=O)N(CN3CCOCC3)c3ccccc32)cc1 (centres undefined)
→ -5	-0.6	-8	88	2	101	0	8	87
CN(C)CCCN(CCCNC(=O)/C=N/O)Cc1ccccc1
→ 4	3.7	-2	77	0	105	6	2	91
O=C(O)c1cccc(NC2=C(n3nnc4ccccc43)C(=O)c3ccccc3C2=O)c1
→ -1	1.8	-3	105	0	121	4	8	100

The list continues.
Results follow in this order: VLA-4 inh	MEX-5 binding	GLD-1 TGE inh	CIT2-GFP yeast	GRK2 aptamer HTS	Yeast superoxide	BCLXL inh	MCL1-BIM inh	AGP1 TOR yeast
O=C(NCCCn1ccnc1)c1ccc(Cl)cc1
→ 3	0.9	2	96	1	83	3	-3	106
COC(=O)/C=C(\C)NC(=O)c1ccccc1Cl
→ -2	-0.1	-2	100	0	107	-3	1	109
Cc1cc(C)c(NC(=S)NC(CO)(CO)CO)c(C)c1
→ 12	-1.2	8	.	0	83	5	6	.
CC(C)(C)n1nnnc1C(c1cccnc1)N1CCN(C(=O)c2ccco2)CC1 (centres undefined)
→ 8	-0.1	3	103	0	104	2	5	98
CC(=O)c1ccc(N2CCN(S(=O)(=O)c3cc4[nH]c(=O)c(=O)[nH]c4cc3C)CC2)cc1
→ -1	-4.2	2	93	0	94	-3	-5	99
CCOc1ccc2nc(NC(=O)C3CCCN(S(=O)(=O)c4c(C)noc4C)C3)sc2c1 (centres undefined)
→ -5	.	11	101	1	105	4	2	104
Nc1ccc(N2CCN(c3cccc(Cl)c3)CC2)cc1
→ -5	-5.8	1	100	0	88	5	7	108
Cc1ccc2cccc(OCCCOc3ccccc3F)c2n1
→ 6	1.9	0	99	1	96	-1	-6	100
CC(OC(=O)c1ccc(-c2ccc([N+](=O)[O-])cc2)o1)C(=O)NC(N)=O (centres undefined)
→ 0	1.7	-3	108	4	102	-2	4	103
O=C(Cn1nnc(-c2ccccc2F)n1)Nc1cccc2ncccc12
→ 7	0.3	-2	84	0	105	2	1	96
Fc1cc(Br)cc(F)c1NC(=S)N1CCOCC1
→ 9	1.0	5	109	2	106	4	4	99
COc1ccc(/C(C)=N/N2C(C)CCCC2C)c(OC)c1 (centres undefined)
→ 6	-1.8	0	108	2	89	2	-3	99
COCCN(C(=O)COC(=O)c1ccc(C)s1)c1c(N)n(Cc2ccccc2)c(=O)[nH]c1=O
→ 9	4.7	9	106	0	100	3	-3	115
CC(C)(C)C(=O)NC1(C(F)(F)F)C(=O)Nc2c1c(=O)[nH]c(=O)n2Cc1ccco1 (centres undefined)
→ 2	1.5	-11	94	0	124	1	-7	103
CCC(CC)c1nn2c(N)c(/C=C3\C(C)=Nc4ccccc43)c(=O)nc2s1
→ 0	-6.0	-45	107	3	116	-14	-22	114
CC1(C)Cc2cccc(OCC(O)CNCc3ccccn3)c2O1 (centres undefined)
→ 2	-1.5	4	105	0	103	8	11	110
